# PriA SSB inh = K. pneumoniae PriA-SSBct interaction inhibition; AlphaScreen SSBct-PriA binding, biotinylated peptide; inhibition, % at 33 µM; hit rate 0.6% among 430,000; in the data active means inhibition mostly above about 37%, no sharp cut-off; inactive means mostly below about 20%;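 further: plate controls were negative control peptide for no effect and reference peptide for full effect; strong numbers were not always called active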
# PrPC surface inh = reduces human prion protein on the cell surface; hit rate 0.43% among 370,000; P04156; cell surface PrPC, TR-FRET read-out; inhibition, % at 13.8 µM; AID 720596; in the data active means inhibition above about 24%; further: 0% = median of the test wells and 100% = reference compound wells
# 3CLpro inhibitor = SARS-CoV 3CLpro protease inhibition | hit rate 0.14% among 290,000 | recombinant SARS-CoV 3CLpro, quenched FRET peptide cleavage | inhibition, % at 6 µM | P0C6X7; in the data active means inhibition above about 12%
# Anthrax LF inh2 = blocks Bacillus anthracis lethal factor protease; P15917; multiplex microsphere protease cleavage assay, LF; inhibition, % at 10 µM; hit rate 0.12% among 360,000; AID 588501; further: plate controls were buffer without enzyme for full effect and enzyme alone for no effect
# Target sequence (P15917 whole entry, looked up): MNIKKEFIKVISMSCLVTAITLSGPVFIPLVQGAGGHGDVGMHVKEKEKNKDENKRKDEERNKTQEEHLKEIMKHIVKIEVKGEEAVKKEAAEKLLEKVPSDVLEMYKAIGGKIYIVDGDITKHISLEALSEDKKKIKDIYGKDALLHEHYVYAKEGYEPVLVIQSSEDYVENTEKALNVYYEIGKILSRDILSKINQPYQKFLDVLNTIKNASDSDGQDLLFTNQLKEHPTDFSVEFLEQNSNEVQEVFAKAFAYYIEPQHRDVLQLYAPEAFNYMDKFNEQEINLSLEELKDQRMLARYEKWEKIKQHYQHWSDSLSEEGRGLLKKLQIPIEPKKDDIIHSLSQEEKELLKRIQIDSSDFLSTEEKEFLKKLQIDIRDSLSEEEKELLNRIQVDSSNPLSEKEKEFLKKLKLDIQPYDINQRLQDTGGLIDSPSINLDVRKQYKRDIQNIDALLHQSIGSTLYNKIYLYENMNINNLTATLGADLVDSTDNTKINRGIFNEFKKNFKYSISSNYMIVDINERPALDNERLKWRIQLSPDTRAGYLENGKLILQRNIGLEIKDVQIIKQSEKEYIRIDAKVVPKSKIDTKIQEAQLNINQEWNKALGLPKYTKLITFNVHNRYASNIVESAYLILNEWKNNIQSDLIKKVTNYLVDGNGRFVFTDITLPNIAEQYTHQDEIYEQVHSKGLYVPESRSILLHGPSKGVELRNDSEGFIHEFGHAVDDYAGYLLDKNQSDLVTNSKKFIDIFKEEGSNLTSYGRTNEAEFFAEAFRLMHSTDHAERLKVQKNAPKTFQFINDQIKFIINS
# Vc quorum ag = induces V. cholerae light production without autoinducers | V. cholerae BH1578 lux reporter, luminescence, 6 h | activation, % at 18.7 µM | hit rate 0.16% among 350,000 | AID 588436; in the data active means activation mostly above about 9.7%, no sharp cut-off; inconclusive means no clear call, values can overlap the other calls; inactive means mostly below about 3.7%; further: not every result past the cut was called active; inactives centre near 0; reference of the scale not given here
# Yp Topo-I inh = inhibitors of Yersinia pestis topoisomerase I; activity, % at 10 µM; Y. pestis Topo-I cleavage product accumulation, plate reader; hit rate 0.064% among 360,000; in the data active means activity above about 50%, passing the limit was not always enough; inconclusive means no clear call, values can overlap the other calls; further: inactives centre near 2
# PfHsp40 yeast = restores yeast growth despite PfHsp40 toxicity; S. cerevisiae expressing PfHsp40, growth rescue, ATP luminescence; growth rescue, % at 12.5 µM; hit rate 0.68% among 340,000; AID 504582; in the data active means growth rescue above about 28%, passing the limit was not always enough; inconclusive means no clear call, values can overlap the other calls;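 further: yeast W303a lacking pdr1 and pdr3 grown in galactose medium; growth measured after three days at 30 °C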
# TcdB inh = blocks C. difficile toxin B glycohydrolase activity; P18177; TcdB glycohydrolase enzymatic assay, plate reader; inhibition, % at 9.99 µM; hit rate 0.24% among 350,000; in the data active means inhibition above about 10%
# BoNT-A LC inh2 = BoNT A light chain protease inhibition; hit rate 0.17% among 360,000; multiplex microsphere protease substrate cleavage, flow cytometry; inhibition, % at 10 µM; further: plate controls were buffer without enzyme for full effect and enzyme alone for no effect
# * = called active by the depositor; i = inactive; ? = inconclusive; / = no result given; & = joins results of further samples. Unless noted, no stated cut-off is given here; in the data, active means inhibition above about 30%; inconclusive means no clear call, values can overlap the other calls; inactive means below that. These rows are one share of the data. The share of hits here may be higher or lower than overall.
# The line under a structure holds: PrPC surface inh	PriA SSB inh	3CLpro inhibitor	TcdB inh	BoNT-A LC inh2	Anthrax LF inh2	Vc quorum ag	Yp Topo-I inh	PfHsp40 yeast
> NC(=O)CSc1nc2c(sc3ccccc32)c(=O)n1CCCC(=O)NCC1CCCO1 (stereo not drawn)
→ 8.1	-8.7	-1.5	2.6	-0.6	-0.6	i	12.7	-0.4
> COc1cc(C(=O)NC2CCN(Cc3nnnn3Cc3cccs3)CC2)cc(OC)c1OC
→ -3.9	-0.7	-1.1	/	0.7	-7.5	i	2.2	1.0
> O=C(O)CC1SC(=Nc2cccc(C(F)(F)F)c2)NC1=O (stereo not drawn)
→ 4.7	-5.6	-1.6	/	-0.1	1.0	i	3.6	0.5
> CCC(=O)N1CCc2cc(S(=O)(=O)NCCN3CCCCC3CC)ccc21 (stereo not drawn)
→ 1.3	-0.1	5.1	/	-0.6	1.1	i	-8.7	-0.5
> O=C(CCc1ccccc1)Nc1ccc2c(c1)OCCO2
→ -3.2	1.3	-2.9	/	1.0	0.9	5.7	-7.5	0.3
> CN1CCCC(OC(=O)CCCC(=O)OC2CCCN(C)C2)C1 (stereo not drawn)
→ -5.2	12.2	-8.4	/	0.2	-4.8	/	1.7	0.1
> CN(C)/C(=N\S(=O)(=O)c1ccccc1)c1ccc([N+](=O)[O-])cc1
→ 0.6	/	4.5	-2.4	-1.2	-2.6	-0.7	-6.6	-2.2
> Nc1nc(-c2c(Cl)cccc2Cl)no1
→ -2.2	3.5	-2.6	1.7	0.2	-2.3	-0.3	-4.4	-0.3
> CCCn1c(=O)c(C#N)cn(C2CC2)c1=O
→ -2.4	-2.0	0.6	0.6	-1.2	-4.4	i	7.6	-1.3
> COc1ccc(C2=NN(C(=O)CSc3cn(C)c4ccccc34)C(c3ccc(OC)cc3)C2)cc1 (stereo not drawn)
→ -2.2	-1.6	10.1	1.6	-0.3	-4.7	-0.2	44.4	-0.9
> COC(=O)c1ccc(-c2ncc(-c3cccc4ccccc34)o2)cc1
→ 7.4	-8.2	-0.7	/	0.2	0.8	i	6.0	0.1
> Cc1ccc(C23CC4CC(CC(C(=O)N5CCOCC5)(C4)C2)C3)cc1
→ 6.2	-11.6	-2.9	2.8	-0.8	1.7	-0.1	21.0	3.7
> Cc1ccc(NC(=S)N2CCCCC2CO)cc1C (stereo not drawn)
→ 9.0	6.7	4.3	-0.7	-0.8	-4.0	-0.3	6.8	-0.5
> O=C(c1ccc(Br)o1)N(Cc1ccccc1)c1ccccn1
→ 3.4	-0.8	0.2	/	?	-0.8	i	4.5	1.0
> CCOc1ccc(C(=O)/C=C/Nc2ccc(S(=O)(=O)Nc3onc(C)c3C)cc2)cc1
→ 4.1	3.0	7.8	/	-0.7	-0.6	i	7.1	-1.6
> O=C(c1ccc([N+](=O)[O-])s1)N1CCc2ccccc2C1
→ -28.9	14.0&-3.9	-0.8	2.5	-0.1	-4.3	-0.2	-1.5	0.2
> N/C(=N\OC(=O)c1cccc(Cl)c1)c1ccccn1
→ -0.4	/	-2.6	/	-0.8	0.1	-0.2	4.9	-2.0
> Cn1nnnc1SCC(=O)NC1CCCc2ccccc21 (stereo not drawn)
→ 5.1	5.3	1.2	0.0	-1.0	2.3	-0.2	-12.5	-0.7
> COc1ccc(OC)c(S(=O)(=O)NC(=O)C2(C)CCN2C(=O)c2ccco2)c1 (stereo not drawn)
→ 4.7	/	/	0.3	-0.4	-1.7	-0.4	15.5	/
> COc1ccc(NC(=O)C(CC(=O)O)C(C)c2ccccc2)cc1 (stereo not drawn)
→ 8.0	-8.4	-0.9	-0.4	-2.1	-1.6	-0.6	9.4	2.1
> Clc1ccccc1N=Nc1ccccn1
→ -8.5	7.2	/	-0.3	0.3	-8.0	-1.1	-5.9	-0.2
> Cc1cccc(N2CCN(C(=S)c3ccccc3)CC2)c1
→ 4.0	-6.3	-2.2	-0.4	-0.8	-0.5	-0.3	19.6	2.7
> CCn1nnc2cc(C(=O)Nc3cc(S(C)(=O)=O)ccc3Cl)ccc21
→ 0.0	1.3	0.8	-0.5	1.9	3.3	-1.0	-8.5	0.7
> Clc1ccc2c(NCCNC3CCCCC3)ccnc2c1
→ -10.7	8.8	/	-1.0	-0.6	0.4	-1.1	-7.8	1.9
> Cc1cc(C)cc(OCCNC(=O)c2cc(S(=O)(=O)N3CCOCC3)ccc2F)c1
→ 6.6	-7.6	-1.7	0.7	-1.4	-1.7	-0.8	24.4	-1.6
> CCc1ccc(NC(=O)CSCc2nc(N)nc(Nc3ccccc3CC)n2)cc1
→ -0.9	4.8	-0.4	/	-1.8	-7.0	-0.6	11.6	1.2
> Cc1cccc(NC(=S)NCC(C)CSc2ccc(Cl)cc2)c1 (stereo not drawn)
→ 0.2	-0.5	-1.8	0.5	-0.4	-1.7	-0.2	7.8	2.8
> COc1ccc(NC(=O)NCc2cccnc2)cc1
→ -4.0	-5.9	-4.1	0.7	1.9	-2.2	0.2	-8.1	-0.9
> Cc1cccc(Nc2ncnc(N)c2[N+](=O)[O-])n1
→ -40.2	-6.8	0.4	1.1	0.2	-1.5	-0.3	3.7	0.5
> CCCCN1C(=O)CC(Sc2ncccc2C(=O)O)C1=O (stereo not drawn)
→ 6.0	-7.2	3.8	0.3	-0.5	-2.0	i	1.6	-1.3
> O=C(COc1cc(F)ccc1[N+](=O)[O-])NCC1CCCO1 (stereo not drawn)
→ -10.4	-3.8	/	0.2	-0.5	-6.2	i	9.0	-0.9
> Cc1n[nH]c(=O)nc1N/N=C/c1ccco1
→ -4.9	/	-1.3	0.3	-1.5	2.4	3.2	0.5	-0.6
> CN(C)C(=O)c1ccc2c(c1)C1C3CCC(C3)C1C(c1ccccc1)N2 (stereo not drawn)
→ 2.1	12.8	2.6	2.2	0.1	-0.6	-1.0	14.1	-0.1
> CC(C)c1ccc(S(=O)(=O)N2CCN(C(=O)c3cc(-c4ccccc4)n[nH]3)CC2)cc1
→ 5.9	-2.1	3.5	0.2	-0.3	-1.8	-0.4	21.1	-0.1
> Cc1[nH]c2c(C)cccc2c1CC(=O)O
→ 4.5	-8.6	-3.3	0.2	-0.1	-4.4	-0.3	-8.7	-1.0
> CCCCn1nc(C(=O)N(CC)CC(=O)Nc2c(F)cccc2F)c2ccccc2c1=O
→ -0.6	1.6	/	1.4	0.4	1.4	0.5	6.5	1.1
> N#Cc1ccc(-c2ccc(OCC(=O)NCCc3ccccc3)cc2)cc1
→ -3.0	-10.2	3.8	/	0.4	-1.1	i	30.5	0.7
> CCNC(=O)NC(=O)COC(=O)c1cccc(NS(=O)(=O)/C=C/c2ccccc2)c1
→ 0.2	0.5	-3.6	1.8	0.8	1.6	-0.4	6.8	0.1
> CC(=O)Nc1ccc2[nH]ccc2c1
→ 3.3	-5.1	-7.1	1.9	-0.2	8.1	-1.4	9.2	-1.5
> CS(=O)(=O)Cc1nc2ccccc2oc1=O
→ -11.2	-8.1	5.9	/	-1.3	1.1	i	3.3	-0.1
> CCOC(=O)C1=C(C)NC(C)=C(C(=O)OCC)C1C(=O)OCC(=O)c1ccc2c(c1)OCCO2
→ -3.1	0.7	-0.3	/	1.0	-1.4	-0.3	-4.8	0.7
> O=c1[nH]c2cc(Br)cnc2nc1/C=C(\O)c1ccc(F)cc1
→ -3.8	/	1.9	-3.3	1.8	-0.3	i	0.6	-0.3
> COc1cccc(C(NC(C)=O)c2nc(-c3cccc(F)c3)cs2)c1 (stereo not drawn)
→ -1.8	/	/	1.6	-0.1	0.3	-0.9	8.0	/
> Cc1c(C)n(C)c2ccc(C(=O)NCCCN3CCN(c4ccccc4F)CC3)cc12
→ -9.4	21.7	-1.9	-1.5	-2.9	-5.3	i	15.8	1.2
> COc1ccc(CNCc2cccc(C)c2)cc1
→ -6.2	-4.0	-3.5	0.3	-5.0	-20.8	i	-5.8	-1.1
> O=C1CCC/C=C\C[C@@H](CC(=O)N(CCO)Cc2ccccc2)C(=O)NCCO1
→ -2.5	1.8	/	0.7	0.5	-1.5	-0.3	4.6	-0.9
> NC(=O)c1c(NC(=O)c2cccnc2Cl)sc2c1CCCC2
→ 6.8	-24.8	0.2	/	-1.2	0.3	-0.2	6.4	-1.0
> COC(=O)c1cccc2c1-c1ccccc1/C2=N/O
→ -5.5	/	-0.5	/	0.2	-2.9	i	-3.3	331.5*
> Cc1cccc(C)c1NS(=O)(=O)c1c(C)[nH]c(=O)[nH]c1=O
→ 3.8	2.6	-0.9	/	-0.5	-6.5	i	-0.9	1.5
> O=C(Nc1cccc2ncccc12)c1cc(Br)ccc1Cl
→ -3.2	-16.8	-2.1	0.1	/	/	-1.9	4.8	-0.6
> Cc1ccc(S(=O)(=O)CCC(=O)NCCc2ccc(Cl)cc2)cc1
→ 1.6	-11.9	-5.9	-5.9	-1.1	4.2	i	16.7	2.2
> Cc1cc2ccccc2cc1C(=O)c1ccccc1
→ 1.6	-16.8	/	1.3	-0.2	3.3	i	-1.6	0.6
> COc1ccc(-c2oc(=O)c3cc(OC)c(OC)cc3c2C#CCCO)cc1
→ -2.0	-2.4	/	0.6	-0.2	-5.6	-1.6	7.0	0.7
> Cc1ccc2nc3c(c(N)c2c1)CCN3C
→ -12.5	-6.3	-6.1	1.3	3.5	0.2	-0.3	-6.8	-0.8
> CCOc1nc(C)ccc1-c1noc(-c2ccco2)n1
→ 1.4	-8.7	-4.1	1.0	2.5	-1.7	0.1	3.2	1.2
> CC(C)(C)c1ccc(C(=O)c2c[nH]c(C(=O)NCC3CCCO3)c2)cc1 (stereo not drawn)
→ -0.3	1.2	2.7	/	0.0	0.5	i	28.8	0.7
> CCCCC[C@H](O)/C=C/[C@@H]1[C@@H](C/C=C\CCCC(=O)O)[C@H]2CO[C@@H]1C2
→ 7.8	-8.6	0.3	-0.7	-1.3	-17.3	i	15.2	15.3
> CN(C)CCN(C(=O)c1ccc(N2C(=O)CCC2=O)cc1)c1nc2cc3c(cc2s1)OCO3
→ -6.4	5.4	-0.3	1.6	1.1	-4.3	i	0.7	-1.6
> COc1ccc(-c2csc(Nc3ncccc3C)n2)cc1OC
→ 6.7	2.9	1.7	/	-1.2	-3.2	-2.6	3.0	0.6
> N=c1c(C(=O)NC2CCCC2)cc2c(=O)n3ccccc3nc2n1Cc1ccccc1
→ -12.5	1.2	-0.7	-0.7	3.0	5.4	-0.2	-4.0	-0.2

# Reformatted: 4 of the compounds above
smiles | PrPC surface inh | PriA SSB inh | 3CLpro inhibitor | TcdB inh | BoNT-A LC inh2 | Anthrax LF inh2 | Vc quorum ag | Yp Topo-I inh | PfHsp40 yeast
O=C(COc1cc(F)ccc1[N+](=O)[O-])NCC1CCCO1 (stereo not drawn) | -10.4 | -3.8 | / | 0.2 | -0.5 | -6.2 | i | 9.0 | -0.9
CC(C)c1ccc(S(=O)(=O)N2CCN(C(=O)c3cc(-c4ccccc4)n[nH]3)CC2)cc1 | 5.9 | -2.1 | 3.5 | 0.2 | -0.3 | -1.8 | -0.4 | 21.1 | -0.1
COC(=O)c1cccc2c1-c1ccccc1/C2=N/O | -5.5 | / | -0.5 | / | 0.2 | -2.9 | i | -3.3 | 331.5*
Cc1cccc(C)c1NS(=O)(=O)c1c(C)[nH]c(=O)[nH]c1=O | 3.8 | 2.6 | -0.9 | / | -0.5 | -6.5 | i | -0.9 | 1.5

# Following part.
# The line under a structure holds: PrPC surface inh	PriA SSB inh	3CLpro inhibitor	TcdB inh	BoNT-A LC inh2	Anthrax LF inh2	Vc quorum ag	Yp Topo-I inh	PfHsp40 yeast
> COc1ccc(CCNC(=O)c2nnn(CC(=O)Nc3c(C)cc(C)cc3C)c2N)cc1OC
→ -5.0	-0.4	-1.0	0.9	-0.2	-2.4	-0.9	5.9	0.1
> COc1ccc(C(=O)N/N=C2\SCC(=O)N2Cc2ccc3c(c2)OCO3)c(OC)c1
→ 4.7	/	4.6	0.0	0.0	-0.4	-0.3	7.6	-1.1
> CC1=CC(=O)CC(C)(C)[C@@]1(O)/C=C/[C@@H](C)O[C@@H]1O[C@H](CO)[C@@H](O)[C@H](O)[C@H]1O
→ -2.6	-8.2	/	-0.4	-0.3	-5.8	-0.5	5.7	-1.8
> CCCCN(C(=O)c1c(C)noc1C)c1c(N)n(CCCC)c(=O)[nH]c1=O
→ 5.2	-12.0	/	2.0	0.0	5.9	-0.6	-9.0	-0.7
